Eya2 inh = qHTS Assay for Inhibitors of the Phosphatase Activity of Eya2. Potency, µM (titrated, usually from 76.9 µM), for inactives: top-dose activity, negative = inhibition, hits mostly inhibitors. Protein phosphatase EYA2 (Homo sapiens), O00167. 330,000 tested, 0.006% active. AID 488837, 2010. recombinant Eya2, OMFP fluorescence dephosphorylation (OMFP is methylfluorescein phosphate); further: potency means the concentration at half of the fitted maximal effect; on the % scale 0 is the no-effect control and ±100 the full control effect
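Eya2 (0.2 uM) preincubated 10 min at ambient with compound, then OMFP substrate added at 50 uM; 10 min reaction in 50 mM HEPES pH 7.5, 50 mM NaCl, 5 uM MgCl2, 0.05% BSA, 1 mM DTT. Fluorescence read at Ex 485/Em 525 nm.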
Mito fusion yeast = qHTS Assay for Small Molecule Inhibitors of Mitochondrial Division or Activators of Mitochondrial Fusion; S. cerevisiae fusion-defective mutant growth rescue, CellTiterGlo 48 h; Potency, µM (titrated, usually from 46.1 µM), inactives show top-dose growth rescue (activation), most hits filed as activators; 320,000 tested, 0.23% active; AID 485298, 2010;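 further: potency means the concentration at half of the fitted maximal effect; % of control where 0% means no effect; nearly all actives have a fitted effect of over 45% in size; temperature-sensitive fusion mutants such as fzo1-1 at 37 °C on non-fermentable ethanol glycerol medium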
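Temperature-sensitive fusion-defective S. cerevisiae (e.g. fzo1-1, mgm1-5) were grown with compound in YPEG medium (3% ethanol, 3% glycerol) for 48 hours at 37C. Growth rescue was measured as viability by CellTiterGlo luminescence after 10 minutes at ambient.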
ELG1 DNA repair = qHTS screen for small molecules that inhibit ELG1-dependent DNA repair in human embryonic kidney (HEK293T) cells expressing luciferase-tagged ELG1 | HEK293T ELG1-luciferase reporter, luminescence, 16 h; DNA damage induced by 5-fluorouridine | Potency, µM (doses to about 46.1 µM), without a hit: top-dose activity change, negative = inhibition, hits mostly inhibitors | 330,000 tested, 2.3% active | AID 504467, 2011; further: potency means the concentration at half of the fitted maximal effect; on the % scale 0 is the no-effect control and ±100 the full control effect; nearly all actives have a fitted effect of over 55% in size
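DMSO vehicle served as the neutral condition. Each well held 2,000 cells given 5-fluorouridine plus compound; after 16 hr at 37 °C/5% CO2, ONE-Glo was added and luciferase measured 30 min later.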
uPA surface inh = qHTS for Inhibitors of Cell Surface uPA Generation; 330,000 tested, 0.31% active; cell surface uPA generation assay, qHTS; Potency, µM (titrated, usually from 38.3 µM), for inactives: top-dose activity change, negative = inhibition, hits mostly inhibitors; active means well fitted inhibition curve with a large enough effect; inconclusive means small, poorly fitted or top-dose-only effect; inactive means no such curve, though single readings can be large or run the other way; tested in mouse RAW 264.7 cells; further: potency means the concentration at half of the fitted maximal effect; on the % scale 0 is the no-effect control and ±100 the full control effect; nearly all actives have a fitted effect of over 55% in size
TSG101-PTAP inh = qHTS Assay for Iinhibitors of HIV-1 Budding by Blocking the Interaction of PTAP/TSG101; Tumor susceptibility gene 101 protein (Homo sapiens), Q99816; Potency, µM (titrated, usually from 115 µM), inactives show at the top dose activity change, negative = inhibition, most hits filed as inhibitors; 340,000 tested, under 10 active; Fluorescence polarization, FITC-PTAP peptide / Tsg101 binding; active means well fitted inhibition curve with a large enough effect in the main read-out, with a control signal flat, not every such curve was filed as active; inconclusive means small, poorly fitted or top-dose-only effect, or effect the other way, or a change in a side signal; inactive means no such curve, though single readings can be large or run the other way; further: potency means the concentration at half of the fitted maximal effect; % of control where 0% means no effect
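Steps: Tsg101 binding domain dispensed (10 uM final), compounds pinned in DMSO, FITC-labeled PTAP-motif peptide added (50 nM final); after 20 min binding at room temperature, polarization measured.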
BCR signal inh = qHTS Assay to Find Inhibitors of Chronic Active B-Cell Receptor Signaling | ABC-DLBCL IkBa-CBG/CBR reporter, luminescence ratio, 4 h | Potency, µM (titrated, usually from 46.1 µM), for inactives: at the top dose ratio change, negative = lower green/red ratio, hits mostly inhibitors | 340,000 tested, 0.05% active | AID 493014, 2011; active means well fitted inhibition curve with a large enough effect in the signal ratio, with a control signal flat, not every such curve was filed as active; inconclusive means small, poorly fitted or top-dose-only effect, or effect the other way, or a change in a side signal; the % refers to the signal ratio;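 further: potency means the concentration at half of the fitted maximal effect; plate controls were basal doxycycline-induced cells for no effect and cells given 10 µM MG132 for full effect; MG132 reads +100%, hits lower the ratio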
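Concentration-response series (up to 46 uM) were applied to TMD8 dual-reporter cells for 4 h at 37C with doxycycline. Green/red ratio, after filter-overlap correction, defined %Activity; red signal alone was normalised to basal cells and zero luminescence.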
Tb PFK inh = qHTS Assay to Find Inhibitors of T. brucei phosphofructokinase. ATP-dependent 6-phosphofructokinase (Trypanosoma brucei brucei), O15648. T. brucei PFK, ADP-Glo luminescence. Potency, µM (highest dose often 57.5 µM), without a hit: at the highest dose activity, negative = inhibition, most hits filed as inhibitors. 330,000 tested, 0.17% active. AID 485367, 2010;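 further: potency means the concentration at half of the fitted maximal effect; 0% = uninhibited 1x PFK enzyme wells and -100% = no-enzyme wells; nearly all actives have a fitted effect of over 60% in size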
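ADP-Glo luminescence quantified ADP after 45 min at room temperature, with 1.25 nM T. brucei PFK, 0.1 mM ATP and 0.5 mM fructose-6-phosphate in pH 8.0 TEA buffer. qHTS titrations up to 57 µM; curves classified by quality.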
USP2a inh = qHTS Assay for Inhibitors of Ubiquitin-specific Protease USP2a Using CHOP2 as the Reporter | Ubiquitin carboxyl-terminal hydrolase 2 (Homo sapiens), O75604 | USP2 core, Ub-CHOP2 coupled fluorogenic reporter, 485/531 | Potency, µM (top dose mostly 38.3 µM), for the others: top-dose activity change, negative = inhibition, actives largely listed as inhibitors | 330,000 tested, 0.01% active | AID 463254, 2010;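 further: potency means the concentration at half of the fitted maximal effect; plate controls were DMSO wells for no effect and full inhibition by NEM control for full effect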
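Cell-free coupled assay: 10nM USP2 core preincubated 30min RT with compound in Tris-HCl pH 8.0/CaCl2/CHAPS buffer, then 25nM Ub-CHOP2 and 25nM reporter substrate; fluorescence (Ex 485/Em 531) read after 60min RT, normalized to NEM inhibition, concentration-response curves fitted.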
TSHR antag = Antagonists of the Thyroid Stimulating Hormone Receptor: HTS campaign; activity change, negative = inhibition, % at 11.5 µM; TSHR-expressing cells, TSH-stimulated cAMP HTRF, 2 h; active compounds read low; 330,000 tested, 0.2% active; Thyrotropin receptor (Homo sapiens), P16473;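 active means activity change below a set negative limit, meaning inhibition stronger than a set level, cut at about -70% in these data; inconclusive means activity change between two set negative limits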; further: on the % scale 0 is the no-effect control and ±100 the full control effect
Target sequence (P16473 whole entry, looked up): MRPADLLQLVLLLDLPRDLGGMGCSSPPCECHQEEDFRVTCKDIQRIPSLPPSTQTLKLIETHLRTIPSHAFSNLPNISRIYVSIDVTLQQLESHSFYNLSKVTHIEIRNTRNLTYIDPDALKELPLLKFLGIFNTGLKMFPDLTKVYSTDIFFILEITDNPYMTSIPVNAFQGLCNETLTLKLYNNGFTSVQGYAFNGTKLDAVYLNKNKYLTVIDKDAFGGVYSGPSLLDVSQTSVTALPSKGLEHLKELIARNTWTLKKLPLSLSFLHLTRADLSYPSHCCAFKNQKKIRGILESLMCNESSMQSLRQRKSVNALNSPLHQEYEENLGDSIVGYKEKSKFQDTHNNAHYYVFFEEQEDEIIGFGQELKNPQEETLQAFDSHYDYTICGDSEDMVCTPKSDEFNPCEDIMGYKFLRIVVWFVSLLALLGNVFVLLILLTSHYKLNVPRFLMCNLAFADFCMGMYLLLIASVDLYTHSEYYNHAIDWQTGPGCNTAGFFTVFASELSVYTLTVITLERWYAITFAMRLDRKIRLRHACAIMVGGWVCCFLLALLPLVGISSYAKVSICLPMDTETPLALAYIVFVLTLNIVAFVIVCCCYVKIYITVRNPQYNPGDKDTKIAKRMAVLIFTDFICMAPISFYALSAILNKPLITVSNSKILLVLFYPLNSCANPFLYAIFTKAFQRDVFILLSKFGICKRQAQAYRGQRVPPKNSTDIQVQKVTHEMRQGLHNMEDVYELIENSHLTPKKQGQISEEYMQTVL
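Cell-based HTRF cAMP assay; TSHR cells + compound, TSH EC80 (4nM final), 2 h, 37 deg C. Lysis with anti-cAMP cryptate and cAMP-d2, 30 min RT, read 665/620 nm.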
B2AR arrestin = qHTS assay of beta-arrestin-biased ligands of beta2-adrenergic receptor. Potency, µM (titrated, usually from 46.1 µM), for the others: at the highest dose activation, most hits filed as activators. Beta-2 adrenergic receptor (Homo sapiens), P07550. beta-arrestin recruitment to beta2AR, cell-based reporter. 330,000 tested, 0.02% active. AID 492947, 2010;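 further: potency means the concentration at half of the fitted maximal effect; 0% = DMSO controls and full agonism = EC100 isoproterenol or metaproterenol; nearly all actives have a fitted effect of over 65% in size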
TCR activator = Activators of T cell receptors: qHTS campaign; primary human leukocytes, anti-CD3, IL-2 HTRF, 48 h; Potency, µM (highest dose often 9.22 µM), inactives show top-dose activation of IL-2 secretion, actives largely listed as activators; 330,000 tested, under 10 active; further: % of control where 0% means no effect
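1) Mix primary human leukocytes, a-CD3 beads and compound. 2) Incubate 48 hr. 3) Add HTRF IL-2 reagents (a-IL-2-K, a-IL-2-d2).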
An asterisk follows results filed as active; ? = inconclusive; . = no result given; [ ] = dose if it differs, or a comment. Unless noted, the call rests on the fitted dose curve; in most records, active means well fitted curve in the direction sought with a large enough effect; inconclusive means small, poorly fitted or top-dose-only effect, or another doubt; inactive means no such curve, though single readings can be large; an effect the other way counts as inactive or inconclusive.

SMILES	Eya2 inh	Mito fusion yeast	ELG1 DNA repair	uPA surface inh	TSG101-PTAP inh	BCR signal inh	Tb PFK inh	USP2a inh	TSHR antag	B2AR arrestin	TCR activator
COc1ccc(S(=O)(=O)N2CCN(CC(=O)NCCc3cccs3)CC2)cc1	3%	6%	-3%	-7%	-1%	8%	?	1%	21	8.2%	-4%
COc1ccc(NC(=S)N2CCC(N(C)CC3CCCO3)CC2)cc1Cl (configuration not stated)	-1%	-4%	?	2%	-2%	-1%	2%	1%	2	-0.1%	-2%
CCOCc1c(C(=O)OCC(=O)/C(C#N)=C(\C)N)oc2ccccc12	-4%	-1%	0%	7%	-5%	-12%	-1%	1%	-2	-0.2%	-2%
COc1ccc(CCN2C(=O)CSC2=Nc2ccc(C(C)C)cc2)cc1OC	-30%	-5%	4.1µM*	-12%	-6%	?	0%	-8%	-10	0.1%	1%
Cc1cccnc1Sc1c([N+](=O)[O-])ncn1C	9%	4%	10%	.	-3%	0%	-7%	1%	8	0.1%	1%
O=S(=O)(c1ccc(-c2ccon2)s1)N1CCN(c2ccncc2)CC1	-2%	1%	-14%	1%	-2%	3%	29%	0%	-23	-0.3%	2%
O=C(COC(=O)c1ccccc1)Nc1cc(S(=O)(=O)N2CCCCCC2)ccc1Cl	5%	0%	2%	?	2%	-1%	3%	-2%	-8	-2.6%	1%
O=S(=O)(c1ccc(F)cc1)N1CCCc2ccccc21	4%	-5%	3%	.	.	1%	1%	-1%	5	-0.5%	.
COCCCNc1nc2ccccc2nc1NS(=O)(=O)c1cccc(C)c1	3%	9%	-13%	0%	0%	6%	0%	3%	-8	-0.8%	-1%
O=c1c2sc3nc(N4CCOCC4)c4c(c3c2nnn1Cc1ccccc1)CCCC4	-1%	5%	0%	-4%	-3%	2%	5%	7%	-4	-0.2%	1%
Cc1ccc(S(=O)(=O)c2nc(Nc3ccccc3)sc2Cl)cc1	-3%	-3%	-18%	3%	-6%	1%	-1%	-1%	-40	-0.4%	-1%[46.1 µM]
O=C(CSc1ccc2nnc(CCNC(=O)c3ccccc3)n2n1)NCc1ccccc1	8%	-1%	0%	5%	-1%	5%	3%	2%	38	-0.4%	-1%
COc1ccc(NC(=O)/C(=C/c2cccs2)NC(=O)c2ccco2)cc1	-3%	-3%	0%	3%	-3%	2%	0%	1%	5	-0.9%	1%
CCN(CC)CCNC(=O)C12CC3CC(C)(CC(C)(C3)C1)C2	2%	-2%	-3%	-8%	-6%	-15%	3%	5%	31	-0.3%	1%
Cc1ccc([N+](=O)[O-])c(OCC(O)CNC(C)(C)C)c1 (configuration not stated)	-4%	-1%	2%	-1%	-2%	1%	-18%	0%	22	-0.3%	2%

Record cards, from the list above:
`COc1ccc(NC(=S)N2CCC(N(C)CC3CCCO3)CC2)cc1Cl` (configuration not stated) is entered as Eya2 inh: -1%; Mito fusion yeast: -4%; ELG1 DNA repair: ?; uPA surface inh: 2%; TSG101-PTAP inh: -2%; BCR signal inh: -1%; Tb PFK inh: 2%; USP2a inh: 1%; TSHR antag: 2; B2AR arrestin: -0.1%; TCR activator: -2%
`Cc1ccc([N+](=O)[O-])c(OCC(O)CNC(C)(C)C)c1` (configuration not stated) is entered as Eya2 inh: -4%; Mito fusion yeast: -1%; ELG1 DNA repair: 2%; uPA surface inh: -1%; TSG101-PTAP inh: -2%; BCR signal inh: 1%; Tb PFK inh: -18%; USP2a inh: 0%; TSHR antag: 22; B2AR arrestin: -0.3%; TCR activator: 2%

The results go on:
SMILES	Eya2 inh	Mito fusion yeast	ELG1 DNA repair	uPA surface inh	TSG101-PTAP inh	BCR signal inh	Tb PFK inh	USP2a inh	TSHR antag	B2AR arrestin	TCR activator
Cc1cc(C(=O)NNC(=O)c2nn(C)c(=O)c3ccccc23)c(C)o1	1%	-7%	2%	-9%	-4%	?	-4%	0%	4	0.0%	3%
Cc1ccc(CNS(=O)(=O)NCc2ccc(Cl)cc2)cc1	-7%	0%	-6%	4%	-1%	6%	-4%	1%	-6	0.0%	-7%
COc1ccc(CNC(=O)C2CCN(S(=O)(=O)c3ccc4c(c3)CC(C)N4C(C)=O)CC2)cc1 (configuration not stated)	4%	-4%	?	-5%	0%	1%	0%	-1%	-10	0.1%	-10%
COc1ccc(S(=O)(=O)N=C2C=C(C)C(=O)C(C)=C2)cc1	-10%	-1%	10%	-2%	2%	-3%	1%	0%	-4	-0.1%	5%
Cc1ccc(S(=O)(=O)NCCC(=O)NC2CCC(C)CC2)cc1 (configuration not stated)	-14%	-4%	-15%	-5%	1%	?	-2%	2%	3	0.4%	-5%
Cc1ccc(-n2nnnc2SCC(=O)Nc2sc(C)c(C)c2C#N)cc1C	2%	-2%	9%	9%	1%	10%	-3%	0%	-3	0.1%	.
COc1ccccc1OCc1nc(-c2cccc([N+](=O)[O-])c2)no1	-8%	-4%	-9%	3%	-11%	1%	-2%	2%	-10	-0.3%	-2%
Cc1cc(C)n2ncc(C(=O)NCc3cccnc3)c2n1	5%	-5%	9%	2%	-1%	?	2%	2%	-5	-0.1%	-3%
CC1(C)CC(NC(=O)C(C)(C)Oc2ccc(Cl)cc2)CC(C)(C)N1	-13%	-4%	0%	0%	-3%	-4%	-6%	-1%	14	0.2%	-1%
O=C(c1ccco1)N1CCN(C(c2cccs2)c2nnnn2C2CCCCC2)CC1 (configuration not stated)	-9%	6%	17%	-4%	0%	3%	6%	5%	-16	-0.7%	5%
COc1ccc2cc(CCNC(=O)c3cc4ccccc4o3)c(=O)[nH]c2c1	9%	-1%	-8%	4%	0%	0%	-1%	-2%	-11	-0.8%	-3%
Cc1nn(S(=O)(=O)c2ccc(C(C)(C)C)cc2)c(C)c1S(=O)(=O)N1CCOCC1	-12%	-9%	1%	-6%	1%	2%	-2%	-2%	2	-0.1%	4%
Cc1ccc(CN2CCN(/N=C\C(Br)=C\c3ccccc3)CC2)cc1	-7%	?	11%	-7%	-1%	1%	5%	-7%	3	-0.6%	16%[46.1 µM]
CCn1c(Oc2ccccc2F)nc2c1c(=O)n(C)c(=O)n2C	12%	6%	?	6%	-3%	9%	-1%	1%	-13	-0.1%	-3%
O=C(CSCc1nc2scc(-c3cccs3)c2c(=O)[nH]1)Nc1ccccn1	11%	-1%	1%	4%	-10%	4%	0%	-1%	-7	-0.3%	-3%
Cc1c(NC(=O)NCCN2C(=O)C3C4C=CC(C4)C3C2=O)c(=O)n(-c2ccccc2)n1C (configuration not stated)	8%	1%	2%	-11%	-2%	5%	3%	0%	7	0.2%	7%
CN(C)/C(=N\S(=O)(=O)c1ccccc1)c1ccccc1	10%	22%	-1%	-2%	-2%	0%	-1%	2%	20	-0.1%	-1%
COc1ccc(C)cc1NC(=O)c1ccoc1C	-3%	4%	4%	6%	-1%	0%	2%	-1%	7	0.3%	4%
O=C(O)COc1ccccc1/C=N/NC(=O)/C(=C\c1ccc2c(c1)OCO2)NC(=O)c1ccccc1	-4%	-2%	.	4%	?	-2%	9%	0%	9	0.2%	13%
Cc1ccc(C(=O)N/C(=C/c2ccc(Cl)cc2)C(=O)NCC2CCCO2)cc1 (configuration not stated)	-4%	-5%	8%	4%	0%	1%	-6%	4%	1	0.1%	1%
COc1ccccc1N=C1SCC(=O)N1c1ccccc1OC	6%	6%	-1%	0%	-2%	2%	-11%	2%	6	0.7%	.

Screening results as filed in PubChem.
